FBA Mtb inh: inhibits M. tuberculosis FBA enzyme; P9WQA3; inhibition, % at 1 µM; purified M. tuberculosis FBA, fluorescence read-out; 2.3% of 360,000 active; in the data active = inhibition above about 27%;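 also: 0% = vehicle and 100% = reference inhibitor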
Rv3671c protease: inhibits the M. tuberculosis serine protease Rv3671c. 0.048% of 320,000 active. AID 2606. inhibition, % at 5.96 µM; in the data active = inhibition above about 38%;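 also: extracellular domain of Rv3671c used as enzyme; 0% = enzyme with DMSO and 100% = no enzyme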
Target sequence (P9WHR9 whole entry, looked up, the tested form may be a part): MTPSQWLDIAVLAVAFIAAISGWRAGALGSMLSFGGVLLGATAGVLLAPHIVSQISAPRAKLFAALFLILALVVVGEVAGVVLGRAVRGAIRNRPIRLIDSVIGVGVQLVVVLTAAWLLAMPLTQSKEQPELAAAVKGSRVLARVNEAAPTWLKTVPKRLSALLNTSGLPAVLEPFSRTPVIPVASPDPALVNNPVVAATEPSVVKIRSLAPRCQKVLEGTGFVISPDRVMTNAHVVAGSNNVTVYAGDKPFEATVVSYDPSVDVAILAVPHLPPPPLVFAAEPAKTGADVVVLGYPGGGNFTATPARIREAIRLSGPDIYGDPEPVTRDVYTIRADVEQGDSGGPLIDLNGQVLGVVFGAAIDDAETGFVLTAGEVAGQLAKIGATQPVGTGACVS
BioA inh: BioA (M. tuberculosis) enzyme inhibition. purified M. tuberculosis BioA enzyme, plate reader. inhibition, % at 9.99 µM. 0.096% of 360,000 active. AID 602481; in the data active = inhibition above about 40%; inconclusive = no clear call, values can overlap the other calls
BoNT-F LC inh: blocks Botulinum neurotoxin F light chain protease. Multiplex microsphere protease cleavage assay, flow cytometry. inhibition, % at 10 µM. 0.22% of 360,000 active. AID 588497; in the data active = inhibition above about 35%, passing the limit was not always enough; inconclusive = no clear call, values can overlap the other calls; also: plate controls were buffer without enzyme for full effect and enzyme alone for no effect
MazF activator: increases E. coli MazEF RNase cleavage of RNA; activation, % at 20 µM; P0AE70; 0.32% of 350,000 active; FAM/BHQ RNA-DNA oligo cleavage fluorescence, 5 h; in the data active = activation above about 50%
Target sequence (P0AE70 whole entry, looked up): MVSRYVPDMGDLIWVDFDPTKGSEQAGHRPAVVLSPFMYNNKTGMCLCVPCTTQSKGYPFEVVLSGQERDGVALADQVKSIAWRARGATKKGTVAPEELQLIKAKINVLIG
GDH-TPI counter: counter-screen for M. tuberculosis FBA inhibitors: GDH-TPI coupled enzymes | inhibition, % at 4.8 µM | 1.2% of 360,000 active | GDH-TPI coupled enzyme counterscreen, NADH absorbance; in the data active = inhibition above about 30%;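 also: 0% = DMSO wells and 100% = wells lacking the enzyme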
UGM FP inh: inhibitors of M. tuberculosis UDP-galactopyranose mutase; inhibition, % at 10 µM; 0.06% of 320,000 active; P9WIQ1; purified UGM, fluorescence polarization probe displacement; in the data active = inhibition above about 10%, passing the limit was not always enough; inconclusive = no clear call, values can overlap the other calls
Target sequence (P9WIQ1 whole entry, looked up): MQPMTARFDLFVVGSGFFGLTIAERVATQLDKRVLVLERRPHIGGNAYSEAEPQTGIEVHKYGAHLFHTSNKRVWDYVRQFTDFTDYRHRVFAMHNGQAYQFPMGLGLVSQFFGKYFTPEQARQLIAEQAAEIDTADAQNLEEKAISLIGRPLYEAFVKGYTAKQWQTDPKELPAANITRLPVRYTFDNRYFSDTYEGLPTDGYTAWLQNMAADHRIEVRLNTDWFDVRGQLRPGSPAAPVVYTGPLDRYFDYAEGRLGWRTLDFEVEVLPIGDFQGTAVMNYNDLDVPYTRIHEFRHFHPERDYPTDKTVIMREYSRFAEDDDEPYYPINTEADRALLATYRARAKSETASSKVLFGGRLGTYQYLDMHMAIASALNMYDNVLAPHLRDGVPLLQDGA
FadD28 FP inh: inhibitors of Mycobacterium tuberculosis FadD28 bisubstrate binding. 0.22% of 360,000 active. AID 588549. FadD28 bisubstrate probe binding, fluorescence polarization. inhibition, % at 12.5 µM; in the data active = inhibition above about 8.5%, passing the limit was not always enough; inconclusive = no clear call, values can overlap the other calls
PrPC TRFRET: reduces human prion protein on the cell surface | P04156 | cell surface PrPC, TR-FRET read-out | inhibition, % at 13.8 µM | 0.43% of 370,000 active | AID 720596; in the data active = inhibition above about 24%; also: 0% = median of the test wells and 100% = reference compound wells
* marks the source's active call; other numbers are inactive results; & = joins results of further samples.

COCCn1c(C)cc(C2=NNC(=NC(C)(C)C)SC2)c1C was read as FBA Mtb inh 1, Rv3671c protease -1, BioA inh -0.9, BoNT-F LC inh -26, MazF activator -29, GDH-TPI counter 6, UGM FP inh -0.7, FadD28 FP inh -1.8 and PrPC TRFRET -14.
For Cc1cc(C)n2nc(C(=O)N/N=C/c3cccs3)nc2n1 the results were FBA Mtb inh 1, Rv3671c protease 2, BioA inh -3.3, BoNT-F LC inh -5, MazF activator 8, GDH-TPI counter 18, UGM FP inh 2.8, FadD28 FP inh -0.6 and PrPC TRFRET 10.
For CC(C)(C)NC(=S)NNC(=O)[C@H]1C[C@@H]1c1ccccc1 the results were FBA Mtb inh 1, Rv3671c protease -1, BoNT-F LC inh inconclusive, MazF activator 4, GDH-TPI counter 9, UGM FP inh -2.1, FadD28 FP inh -4.6 and PrPC TRFRET 1.
Cc1ccc(C(=O)N[C@H](C(=O)Nc2sccc2C(N)=O)C(C)C)cc1 was read as FBA Mtb inh 1, Rv3671c protease -7, BioA inh -0.5, BoNT-F LC inh -7, MazF activator 4, GDH-TPI counter -1, UGM FP inh 8.0, FadD28 FP inh -13 and PrPC TRFRET 3.
`CCCc1nc(SCC(=O)Nc2cc(C)on2)c2c(=O)n(C)c(=O)n(C)c2n1` gave FBA Mtb inh 1, Rv3671c protease -3, BioA inh -1.7, BoNT-F LC inh -5, MazF activator 4, GDH-TPI counter 9, UGM FP inh -2.9, FadD28 FP inh 1.4 and PrPC TRFRET -5.
For CCN(CC(=O)NCc1ccc(F)cc1)S(=O)(=O)c1ccc(Cl)s1 the results were FBA Mtb inh -3, Rv3671c protease -1, BioA inh -0.1, BoNT-F LC inh -3, MazF activator 4, GDH-TPI counter -2, UGM FP inh -0.7, FadD28 FP inh -3.1 and PrPC TRFRET -1.
Cc1ccc(NC(NC(=O)c2ccccc2[N+](=O)[O-])C(Cl)(Cl)Cl)cc1 (stereo not given) was read as FBA Mtb inh 1, Rv3671c protease -2, BioA inh 1.4, BoNT-F LC inh 2, MazF activator 5, GDH-TPI counter 6, UGM FP inh 2.7, FadD28 FP inh 1.4 and PrPC TRFRET -6.
Screening Cc1c(C(=O)N(C)c2ccccc2)oc2c1C(O)CC(C)(C)C2 (stereo not given) returned FBA Mtb inh -1, Rv3671c protease -5, BioA inh 0.8, BoNT-F LC inh 4, MazF activator -1, GDH-TPI counter -9, UGM FP inh -1.5, FadD28 FP inh -0.5 and PrPC TRFRET 4.
For Cc1ccc(C)c(NC(=O)C2CCCN(S(=O)(=O)c3cccnc3)C2)c1 (stereo not given) the results were FBA Mtb inh 3, Rv3671c protease 14, BioA inh -1.7, BoNT-F LC inh 5, MazF activator -1, GDH-TPI counter 5, UGM FP inh -0.9, FadD28 FP inh -3.9 and PrPC TRFRET 2.
CC(OC(=O)c1ncc(Cl)c(Cl)c1Cl)C(=O)NC1(C#N)CCCCC1 (stereo not given) was read as FBA Mtb inh 0, Rv3671c protease -1, BioA inh 3.1, BoNT-F LC inh inconclusive, MazF activator 3, GDH-TPI counter -2, UGM FP inh -1.0, FadD28 FP inh -3.7 and PrPC TRFRET 2.
For CCOC(=O)C1=NOC(CNC(=O)C2=NOC(CNC(=O)c3c(-c4ccccc4Cl)noc3C)C2)C1 (stereo not given) the results were FBA Mtb inh 2, Rv3671c protease -1, BioA inh -2.1, BoNT-F LC inh 13, MazF activator 1, GDH-TPI counter 10, UGM FP inh 0.5, FadD28 FP inh -3.3 and PrPC TRFRET 8.
C[C@@H]1CN([C@H](C)CO)C(=O)CCCn2cc(nn2)CO[C@H]1CN(C)S(=O)(=O)c1ccc2ccccc2c1 was read as FBA Mtb inh 1, BioA inh 0.1&0.9&-0.2, BoNT-F LC inh 2, MazF activator 5, GDH-TPI counter -9, FadD28 FP inh -1.8 and PrPC TRFRET -2.
O=S(=O)(Nc1nnc(-c2ccccc2)s1)c1ccc(Cl)cc1 was read as FBA Mtb inh 0, Rv3671c protease -1, BioA inh 3.4, BoNT-F LC inh -25, MazF activator 0, GDH-TPI counter 8, UGM FP inh 0.1, FadD28 FP inh -1.2 and PrPC TRFRET -7.
O=C(O)c1cccc(N=C2NC(=O)C(CO)(CO)S2)c1 was read as FBA Mtb inh 3, Rv3671c protease -2, BioA inh -0.3, BoNT-F LC inh inconclusive, MazF activator 10, GDH-TPI counter 10, UGM FP inh -1.2, FadD28 FP inh -2.7 and PrPC TRFRET 1.
COc1cccc(NC(=O)NCc2cccn2C)c1 was read as FBA Mtb inh 4, Rv3671c protease -9, BioA inh -1.1, BoNT-F LC inh -26, MazF activator 4, GDH-TPI counter -6, UGM FP inh -0.4, FadD28 FP inh -3.0 and PrPC TRFRET -6.
Screening Cc1cc(SCc2ccc(Br)cc2)nc(=O)[nH]1 returned FBA Mtb inh 1, Rv3671c protease 0, BioA inh -0.7, BoNT-F LC inh 3, MazF activator -21, GDH-TPI counter 0, UGM FP inh -0.5, FadD28 FP inh -1.1 and PrPC TRFRET 7.
`Fc1ccc(NC2=NCCCCC2)cc1` gave FBA Mtb inh 4, Rv3671c protease 1, BoNT-F LC inh -5, MazF activator 11, GDH-TPI counter 0, UGM FP inh -2.3, FadD28 FP inh -0.9 and PrPC TRFRET 0.
CC1=CC2=NC(=O)CC(C)(C(=O)N(CC(=O)NC3CCCC3)c3cc(C)cc(C)c3)N2C=C1 (stereo not given) was read as FBA Mtb inh 57*, Rv3671c protease 4, BoNT-F LC inh -4, MazF activator 3, GDH-TPI counter 0, UGM FP inh -4.3, FadD28 FP inh -2.1 and PrPC TRFRET 4.
O=C(CSc1nnc(-c2ccncc2)n1Cc1ccco1)c1ccc(Cl)cc1 was read as FBA Mtb inh -1, Rv3671c protease -7, BioA inh 2.3, BoNT-F LC inh 5, MazF activator -3, GDH-TPI counter 10, UGM FP inh -1.3, FadD28 FP inh 0.8 and PrPC TRFRET -2.
N#CCNC(=O)C1c2ccccc2Oc2ccccc21 was read as FBA Mtb inh 0, Rv3671c protease 2, BioA inh 5.3, BoNT-F LC inh 10, MazF activator 1, GDH-TPI counter 1, UGM FP inh -1.8, FadD28 FP inh -1.8 and PrPC TRFRET 5.
`COc1ccccc1C(=O)N1CCN(c2ccc(N3CCOCC3)nn2)CC1` gave FBA Mtb inh 21, Rv3671c protease -8, BioA inh 1.3, BoNT-F LC inh -8, MazF activator -8, GDH-TPI counter 6, FadD28 FP inh 0.3 and PrPC TRFRET -12.
For COc1ccc2c(c1O)[C@]13CCN(C)[C@H](C2)[C@@H]1CCC(=O)C3 the results were FBA Mtb inh 1, Rv3671c protease -2, BoNT-F LC inh -2, MazF activator 4, GDH-TPI counter -17, UGM FP inh 0.6, FadD28 FP inh -2.4 and PrPC TRFRET -6.
For Cn1c(=O)oc2cc(S(=O)(=O)NCCN3CCN(c4ccccc4)CC3)ccc21 the results were FBA Mtb inh 2, Rv3671c protease -3, BioA inh 2.7, BoNT-F LC inh -11, MazF activator 3, GDH-TPI counter -1, UGM FP inh 4.2, FadD28 FP inh 0.2 and PrPC TRFRET -9.
For Clc1ccc2nc(C(Cl)(Cl)Cl)[nH]c2c1 the results were FBA Mtb inh 2, BioA inh 0.2, BoNT-F LC inh -8, MazF activator -9, GDH-TPI counter 2, FadD28 FP inh -3.4 and PrPC TRFRET 2.
`CCOc1ccc(-c2nnn(CC(=O)NCc3ccccc3)n2)cc1` gave FBA Mtb inh 4, Rv3671c protease -5, BoNT-F LC inh -2, MazF activator -16, GDH-TPI counter 2, UGM FP inh -1.1, FadD28 FP inh 0.7 and PrPC TRFRET 0.
COc1cc(/C=C/c2cc[n+](C)cc2)ccc1OCC(=O)Nc1ccc(Cl)c(Cl)c1 was read as FBA Mtb inh -1, Rv3671c protease -7, BioA inh 0.5, BoNT-F LC inh -9, MazF activator -13, GDH-TPI counter -4, UGM FP inh 2.4, FadD28 FP inh -39 and PrPC TRFRET -28.
COc1ccc(Cl)cc1NC(=O)C(C)N1CCc2ccccc21 (stereo not given) was read as FBA Mtb inh -2, Rv3671c protease -8, BoNT-F LC inh -2, MazF activator -1, GDH-TPI counter -3, UGM FP inh -2.2, FadD28 FP inh -1.6 and PrPC TRFRET 0.
For CC(=O)Nc1ccccc1NC(=O)C/C(C)=N/NC(=O)c1cccnc1 the results were FBA Mtb inh 2, Rv3671c protease 0, BioA inh 5.8, BoNT-F LC inh -6, MazF activator 1, GDH-TPI counter -2, UGM FP inh 1.0, FadD28 FP inh -1.2 and PrPC TRFRET 8.
`CCN(CC)S(=O)(=O)c1ccc(N2CCOCC2)c(NC(=O)c2nn(C(C)C)c(=O)c3ccccc23)c1` gave FBA Mtb inh 2, BioA inh -0.5, BoNT-F LC inh -9, MazF activator 6, GDH-TPI counter 12, FadD28 FP inh -0.7 and PrPC TRFRET -8.
OC(c1ccccc1)c1nc(-c2cc3ccccc3o2)cs1 (stereo not given) was read as FBA Mtb inh -3, BioA inh -1.7, BoNT-F LC inh 2, GDH-TPI counter -1, FadD28 FP inh -4.2 and PrPC TRFRET -7.

Of the compounds above, two have a cyano group.
CC(OC(=O)c1ncc(Cl)c(Cl)c1Cl)C(=O)NC1(C#N)CCCCC1 (stereo not given) was read as FBA Mtb inh 0, Rv3671c protease -1, BioA inh 3.1, BoNT-F LC inh inconclusive, MazF activator 3, GDH-TPI counter -2, UGM FP inh -1.0, FadD28 FP inh -3.7 and PrPC TRFRET 2.
N#CCNC(=O)C1c2ccccc2Oc2ccccc21 was read as FBA Mtb inh 0, Rv3671c protease 2, BioA inh 5.3, BoNT-F LC inh 10, MazF activator 1, GDH-TPI counter 1, UGM FP inh -1.8, FadD28 FP inh -1.8 and PrPC TRFRET 5.

The results go on:
`Cc1cc(NC(=O)COC(=O)C(Cc2ccccc2)NC(=O)c2ccco2)no1` (stereo not given) gave FBA Mtb inh 4, Rv3671c protease 7, BioA inh -2.5, BoNT-F LC inh 9, MazF activator -2, GDH-TPI counter 9, UGM FP inh -0.9, FadD28 FP inh -1.2 and PrPC TRFRET -3.
CCC1CCCCN1S(=O)(=O)c1ccc2[nH]c(=O)ccc2c1 (stereo not given) was read as FBA Mtb inh 3, Rv3671c protease -4, BioA inh -0.5, BoNT-F LC inh -2, MazF activator 5, GDH-TPI counter -1, UGM FP inh -4.2, FadD28 FP inh -2.4 and PrPC TRFRET 5.
For COc1ccccc1CNC(=O)COC(=O)Cc1ccc(Br)cc1 the results were FBA Mtb inh 1, Rv3671c protease 1, BioA inh -0.4, BoNT-F LC inh 0, MazF activator -15, GDH-TPI counter 7, UGM FP inh 0.5, FadD28 FP inh -2.1 and PrPC TRFRET 1.
CCN(CC)C(=O)c1sc(N)c(C#N)c1C was read as FBA Mtb inh -3, Rv3671c protease 4, BioA inh 2.1, BoNT-F LC inh -5, MazF activator -5, GDH-TPI counter 1, UGM FP inh 1.2, FadD28 FP inh -1.0 and PrPC TRFRET -6.
`C[C@@H]1CCCCO[C@@H](CN(C)Cc2ccc(Cl)c(Cl)c2)[C@@H](C)CN([C@H](C)CO)C(=O)c2cc(NC(=O)CCC(F)(F)F)ccc2O1` gave FBA Mtb inh 1, BioA inh -0.8&-2.2, BoNT-F LC inh -4, MazF activator -1, GDH-TPI counter 0, FadD28 FP inh -1.3 and PrPC TRFRET -4.
For O=C(Cn1nc(Cl)nc1Cl)c1ccc(F)cc1 the results were FBA Mtb inh 0, Rv3671c protease 5, BioA inh -0.4, BoNT-F LC inh 0, MazF activator 7, GDH-TPI counter -5, UGM FP inh 2.3, FadD28 FP inh -3.7 and PrPC TRFRET 0.
For Cc1nn(CC(=O)N2CCc3ccccc32)c(C)c1S(=O)(=O)NC(C)(C)C the results were FBA Mtb inh 2, Rv3671c protease 4, BioA inh -2.0, BoNT-F LC inh 0, MazF activator -6, GDH-TPI counter 14, UGM FP inh 2.8, FadD28 FP inh -0.7 and PrPC TRFRET 7.
COc1ccc2oc(-c3ccccc3)c(C(=O)N3CCOCC3)c2c1 was read as FBA Mtb inh 40*, Rv3671c protease 1, BioA inh 0.2, BoNT-F LC inh -4, MazF activator 5, GDH-TPI counter 11, UGM FP inh 0.4, FadD28 FP inh -0.8 and PrPC TRFRET -8.

Assay outcomes as filed in PubChem.

Compounds were not picked by outcome (roughly 4.8% active in at least one column).
